Bioassay records from PubChem.
M4 antag = blocks acetylcholine activation of human M4 receptor. actives 0.73% (n = 360,000). CHO-hM4 cells, ACh EC80, Fluo-8 calcium fluorescence. inhibition, % at 3 µM. AID 624125;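 active = inhibition above its plate's cutoff, the mean inhibition of sample wells plus 3 SD, cut at about 27% in these data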;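 also: 0% = acetylcholine EC80 with DMSO and 100% = DMSO without agonist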
Target sequence (P08173 whole entry, looked up): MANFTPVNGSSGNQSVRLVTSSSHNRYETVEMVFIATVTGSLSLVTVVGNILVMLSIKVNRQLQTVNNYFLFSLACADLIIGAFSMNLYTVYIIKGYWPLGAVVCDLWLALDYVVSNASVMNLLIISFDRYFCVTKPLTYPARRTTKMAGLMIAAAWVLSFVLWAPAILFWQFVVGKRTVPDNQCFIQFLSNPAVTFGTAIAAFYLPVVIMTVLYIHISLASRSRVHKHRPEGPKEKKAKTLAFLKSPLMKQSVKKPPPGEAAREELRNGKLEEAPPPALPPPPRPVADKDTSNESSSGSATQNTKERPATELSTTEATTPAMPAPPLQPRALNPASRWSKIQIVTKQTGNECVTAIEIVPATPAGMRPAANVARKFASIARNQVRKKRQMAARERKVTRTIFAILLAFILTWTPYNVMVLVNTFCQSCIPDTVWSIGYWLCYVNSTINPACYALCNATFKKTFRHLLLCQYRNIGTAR
CHRM5 agonist = CHRM5 agonism in calcium assay | CHO-K1 hM5 cells, Fluo-8 calcium fluorescence; 0% DMSO wells, 100% maximal acetylcholine response | activation, % at 3 µM | actives 0.19% (n = 360,000) | AID 624037;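 active = activation above the run's mean over test compounds plus 3 SD, cut at about 23% in these data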;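 also: signal is peak over basal fluorescence ratio across the kinetic read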
M1 antag = antagonists of human M1 muscarinic receptor; CHO-K1 hM1, Fluo-8 calcium fluorescence, ACh EC80 antagonist; inhibition, % at 3 µM; AID 588852; P11229; actives 1.3% (n = 360,000);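 active = percent inhibition above its own plate's cutoff, namely the mean of that plate's compound wells plus 3 SD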;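 also: peak over basal fluorescence ratio during 140 s after agonist addition; 0% = ACh EC80 plus DMSO and 100% = DMSO alone without agonist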
Target sequence (P11229 whole entry, looked up): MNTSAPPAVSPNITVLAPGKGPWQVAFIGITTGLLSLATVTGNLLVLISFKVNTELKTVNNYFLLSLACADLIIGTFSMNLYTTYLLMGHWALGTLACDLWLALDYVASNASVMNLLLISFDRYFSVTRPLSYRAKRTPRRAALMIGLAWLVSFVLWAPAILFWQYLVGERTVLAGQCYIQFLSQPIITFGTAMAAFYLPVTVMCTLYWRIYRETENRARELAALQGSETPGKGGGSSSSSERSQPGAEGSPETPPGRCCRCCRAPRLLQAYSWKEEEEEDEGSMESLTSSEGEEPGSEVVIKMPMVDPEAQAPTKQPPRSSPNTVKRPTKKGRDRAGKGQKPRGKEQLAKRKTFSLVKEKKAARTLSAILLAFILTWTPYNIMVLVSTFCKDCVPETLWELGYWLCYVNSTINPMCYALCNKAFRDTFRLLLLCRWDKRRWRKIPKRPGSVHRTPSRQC
CHRM4 agonist = agonists of human muscarinic M4 receptor (CHRM4); P08173; CHO-K1 hM4/Gqi5, Fluo-8 calcium fluorescence; vehicle 0%, full acetylcholine response 100%; activation, % at 3 µM; actives 0.14% (n = 360,000);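 active = activation above the run mean over all test wells plus 3 SD, cut at about 32% in these data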;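 also: peak over basal fluorescence ratio per well then scaled between controls; 0% = DMSO wells and 100% = acetylcholine at EC100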
CHRM5 antagonist = antagonists of human muscarinic M5 receptor (CHRM5). P08912. CHO-hM5 cells, Fluo-8 calcium fluorescence, ACh EC80. inhibition, % at 3 µM. actives 0.59% (n = 360,000). AID 624040;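 active = inhibition above a per-plate cutoff, the mean of that plate's test compounds plus 3 SD, cut at about 27% in these data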;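 also: 0% = acetylcholine EC80 with DMSO and 100% = DMSO without agonist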
M4 PAM = CHRM4 positive allosteric modulation; P08173; CHO-K1 hM4/Gqi5, Fluo-8 calcium fluorescence, ACh EC20; 0% = ACh EC20, 100% = maximal ACh; activation, % at 3 µM; actives 0.4% (n = 360,000);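 active = activation above its plate's cutoff, the mean activation of sample wells plus 3 SD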; also: some results filed as inactive read as strong as hits
CHRM1 PAM = potentiates human M1 receptor response to acetylcholine | actives 0.088% (n = 360,000) | CHO-K1 hM1, Fluo-8 calcium fluorescence, ACh EC20; 0% = ACh EC20, 100% = maximal ACh | P11229 | activation, % at 3 µM; in the data active = activation above about 19%, passing the limit was not always enough
M5 PAM = CHRM5 positive allosteric modulation | activation, % at 3 µM | CHO-K1 hM5, Fluo-8 calcium, ACh EC20 PAM; 0% = ACh EC20, 100% = ACh EC100 | AID 624038 | actives 0.3% (n = 360,000);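 active = activation above the run cutoff, the mean activation of all test compounds plus 3 SD, cut at about 18% in these data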
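Measured by: Fluo-8 calcium fluorescence; material: human M5 receptor in CHO-K1 cells; schedule: Post-acetylcholine fluorescence recording 140 s; benchmarks: low control EC20 acetylcholine (0%), high control EC100 acetylcholine (100%); read-out: Max/basal fluorescence ratio as % of EC20–EC100 ACh window; compound: single dose, 3 µM nominal final test concentration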
CRFR2-BP ag = agonists of human CRF-binding protein/CRF-R2 receptor complex. activation, % at 13.2 µM. actives 0.46% (n = 350,000). HEK293 CRF-R2/CRF-BP, calcium dye fluorescence (FLIPR); percent of saturating CRF peptide response;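 active = activation of at least 50%, plus an integration ratio under a set limit after plate pattern correction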;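 also: plate controls were neutral control wells without compound for no effect and CRF at EC100 for full effect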
Starred values were filed as active, the others as inactive; nt = not tested or not shown.

SMILES	M4 antag	CHRM5 agonist	M1 antag	CHRM4 agonist	CHRM5 antagonist	M4 PAM	CHRM1 PAM	M5 PAM	CRFR2-BP ag
CCCCCc1nnc(NC(=O)Cn2cnc3ccccc3c2=O)s1	-1	-2	-9	0	4	-3	3	-2	-4.5
COCCn1c(C)cc(C(=O)COC(=O)c2ccc(S(=O)(=O)N(C)C)cc2)c1C	-5	1	-6	3	10	0	1	1	-0.4
COc1ccc(N(C(=O)COc2ccccc2)C2C=CS(=O)(=O)C2)c(OC)c1 (centres undefined)	-6	2	2	1	1	1	2	-4	-0.2
CCOC(=O)c1sc(NC(=O)CSc2n[nH]c(CC)n2)nc1C	-1	2	0	2	6	-9	4	-4	-0.4
COc1ccc(CN2C(=O)CSC2c2ccncc2)cc1 (centres undefined)	5	-2	-5	1	13	-6	3	-2	-1.4
O=C1C(=C(c2ccccc2)N2CCOCC2)Cc2ccccc21	3	-1	-13	1	1	-3	5	3	-2.2
CCOC(=O)c1cnc2scnn2c1=O	7	1	-9	1	3	5	5	2	0.8
Cc1cc(NC(=O)C(C)SCC(=O)Nc2ccccc2N2CCCCC2)no1 (centres undefined)	-1	-3	-2	-1	0	1	0	4	2.3
Cc1cccc(NC(=O)Nc2ccc3c(c2)CCC3)c1	3	2	9	16	14	-10	-8	-12	0.8
Fc1ccccc1-c1ccc(/C=N/Nc2nc3ccccc3[nH]2)o1	2	-5	-2	2	4	-5	1	-8	0.8
CCOC(=O)C1=C(C)N(CC)C(=S)NC1c1ccccc1OC(F)F (centres undefined)	-13	2	4	5	6	3	1	5	-1.6
CC(C)(C)C1=CC(=O)C(=O)C(C(C)(C)C)=C1	-5	0	-6	2	4	1	5	-2	0.8
CC(C)c1nnc(SCC(=O)Nc2ccc3c(c2)OCCO3)n1C	4	0	-15	0	-3	2	14	6	-0.1
O=C(c1ccc2c(=O)n(Cc3ccccc3Cl)c(=S)[nH]c2c1)N1CCCC1	-7	1	9	0	-2	1	-3	8	0.9
O=C(Nc1ccccn1)NC(C(F)(F)F)C(F)(F)F	-2	-6	-8	1	-10	-1	6	-6	6.2
O=S1(=O)CC(O)C(N2CCCCC2)C1 (centres undefined)	8	-3	-13	0	5	-1	2	0	1.8
COc1ccnc(Oc2cccc(C(F)(F)F)c2)c1C(=O)N/C=N/OCc1ccccc1F	7	1	9	11	12	-14	-7	-15	12
CC1CC(C)CN(C(=O)CCNS(=O)(=O)c2cccs2)C1 (centres undefined)	2	0	-2	2	5	-8	4	2	-0.4
CCN1C(=O)[C@H]2[C@@H](c3ccc(C)cc3)N3C(=O)N(c4cccc(Br)c4)C(=O)[C@@]3(CC(C)C)[C@H]2C1=O	-5	3	4	0	-9	9	18	13	-0.6
Cc1nc(NC(=O)CN2CCOCC2)sc1-c1ccccc1	-6	-3	-2	2	-6	10	11	-2	-0.1
CN1CCN(c2ccc(NC(=O)c3ccc(-c4ccc(Br)cc4)o3)cc2)CC1	2	-10	27	4	11	-5	-29	-11	-0.4
Cc1nc2ccccn2c1C(=O)NNC(=S)Nc1ccc(Cl)cc1	1	2	-6	2	1	-6	2	-2	-1.2
COc1ccc(N2C(=O)CC(n3cnc4ccccc43)C2=O)cc1 (centres undefined)	-18	0	-2	1	2	3	3	1	-2.5
CCCc1nc2oc3c(OCC)ncnc3c2c2c1COC(C)(C)C2	-2	3	-4	1	-1	8	5	6	-1.3
CN(CC(=O)Nc1ccccc1Cl)C(=O)COC(=O)C1=COCCO1	1	-4	21	1	6	0	-6	-4	0.8

Brought forward from above: 4 entries, followed by the next part.
SMILES	M4 antag	CHRM5 agonist	M1 antag	CHRM4 agonist	CHRM5 antagonist	M4 PAM	CHRM1 PAM	M5 PAM	CRFR2-BP ag
Cc1nc2ccccn2c1C(=O)NNC(=S)Nc1ccc(Cl)cc1	1	2	-6	2	1	-6	2	-2	-1.2
COc1ccc(N2C(=O)CC(n3cnc4ccccc43)C2=O)cc1 (centres undefined)	-18	0	-2	1	2	3	3	1	-2.5
CCCc1nc2oc3c(OCC)ncnc3c2c2c1COC(C)(C)C2	-2	3	-4	1	-1	8	5	6	-1.3
CN(CC(=O)Nc1ccccc1Cl)C(=O)COC(=O)C1=COCCO1	1	-4	21	1	6	0	-6	-4	0.8
CCOC(=O)/C=C1\SCC(=O)N1Cc1nnc(-c2ccccc2Br)o1	-4	0	-49	2	3	1	14	-2	-0.1
CC(C)(C)CNC(CO)C12CC3CC(CC(C3)C1)C2 (centres undefined)	20	-8	-14	0	13	-10	-18	-16	0.4
O=C(Cn1c(C2CC2)nc2ccccc2c1=O)Nc1ccc(Br)cc1	9	0	20	1	-4	10	-6	4	5.5
Cc1nn2c(N3CCOCC3)cc(C(C)(C)C)nc2c1-c1ccccc1	-10	-2	-5	1	8	5	5	-1	0.3
CCOc1cc(/C=C(\C#N)C(=O)NCc2cccnc2)ccc1O	8	1	-6	0	2	2	12	12	1.8
O=C(CNc1cccc([N+](=O)[O-])c1)N/N=C/c1ccc(F)cc1	4	-2	0	1	3	0	-1	-2	0.7
CCc1c(C)c2c(C)nn(-c3ccccc3)c2[nH]c1=O	-8	-9	-7	1	13	4	10	-10	-0.8
Cc1ccccc1C(=O)NCCCNC(=O)c1cnccn1	6	-2	2	1	3	-10	7	3	-0.1
O=C(c1ccc(N2CCCC2=O)cc1)N1CCN(c2ccc(C(F)(F)F)cc2[N+](=O)[O-])CC1	13	8	54*	18	29*	-7	-24	-15	-1.5
COc1ccc(N2CCN(C(=O)c3ccc(NS(=O)(=O)c4ccccc4)cc3)CC2)cc1	-9	3	0	10	4	-2	-5	-9	-1.6
CCCc1nc(SCC(=O)c2ccc(OC)cc2)c2ccccc2n1	0	-8	5	1	5	-2	-2	0	0.4
CC(OC(=O)c1ccccc1O)C(=O)Nc1cccc(Cl)c1 (centres undefined)	4	-2	-9	5	14	-5	2	-5	-0.7
CC1(C)CC(=O)C=C(c2ccc(CO)cc2)C1=O	-8	1	-13	2	-5	7	5	4	2.1
CN1CCc2c(OCC(=O)N3CCC(Cc4ccccc4)CC3)cccc2C1=O	-14	2	10	13	15	-12	-8	-17	1.1
Cc1nc2c(N=Nc3ccccc3F)c(N)nn2c(N)c1C#N	-1	-2	3	3	3	-6	-2	-1	-3.5
Nc1c(Br)cc(Br)c2c1[nH]c(=O)c1ccccc12	1	-1	-2	0	4	0	4	1	1.3
O=C(OCC1CC(c2ccccn2)=NO1)c1ccc(Br)cc1 (centres undefined)	-2	3	-21	2	-7	-3	1	-1	-1.5
O=C(CCCCCn1nnc2ccccc2c1=O)Nc1ccccc1Cl	-10	-5	-12	2	8	1	9	-5	-0.8
CC(=O)OCN(C#N)c1nc(N(C)C)nc(N(C)C)n1	-12	-7	-7	-1	-13	19	4	7	-4.3
CCOC(=O)/C=c1/s/c(=C\c2c(OC)ccc3ccccc23)c(=O)n1CC(=O)NCC1CCCO1 (centres undefined)	-7	7	-5	6	4	-5	0	4	11
Cc1ccc(S(=O)(=O)N2CCCC(C(=O)NC3=NCCS3)C2)cc1 (centres undefined)	5	-1	-10	1	2	-6	3	0	-1.6
COc1ccc(CNCC(O)(c2ccc(F)cc2)c2ccc(F)cc2)cc1OC	-6	3	-9	9	18	-3	2	-8	7.9
OC(COc1ccc2c(c1)CCC2)CN1CCN(c2ccccc2F)CC1 (centres undefined)	12	-1	-4	7	1	-1	1	-5	-2.7
O=c1ccn(CCCBr)c(=O)[nH]1	-1	0	-7	0	-3	0	7	5	5.5
CCOC(=O)c1c(C)[nH]c(C)c1C(=O)COC(=O)CSc1ccc(C)cc1	-1	2	-7	8	-1	4	5	0	-0.1

With a hit mark in M1 antag (from the list above):
SMILES	M4 antag	CHRM5 agonist	M1 antag	CHRM4 agonist	CHRM5 antagonist	M4 PAM	CHRM1 PAM	M5 PAM	CRFR2-BP ag
O=C(c1ccc(N2CCCC2=O)cc1)N1CCN(c2ccc(C(F)(F)F)cc2[N+](=O)[O-])CC1	13	8	54*	18	29*	-7	-24	-15	-1.5

(next part)
SMILES	M4 antag	CHRM5 agonist	M1 antag	CHRM4 agonist	CHRM5 antagonist	M4 PAM	CHRM1 PAM	M5 PAM	CRFR2-BP ag
Cc1cc(OCC(O)CN2CCN(CCO)CC2)ccc1C(C)C (centres undefined)	-9	-5	-5	1	-9	5	4	2	1.9
CCC(CC)c1nn2c(N)c(/C=C3\C(C)=Nc4ccccc43)c(=O)nc2s1	3	1	6	12	16	-10	-8	-20	-0.2
CC(C)CCn1c(=O)c2ccccc2c2ccccc2c1=O	5	-3	-10	-1	7	14	3	1	5.2
O=C(COC(=O)c1ccc(Cl)c(S(=O)(=O)N2CCCCC2)c1)NC1CCCCC1	-7	1	-6	1	-6	3	4	5	-1.3
O=C(Oc1ccc(N2C(=O)CCC2=O)cc1)c1ccccc1Cl	5	-7	-4	1	3	7	3	-7	-0.9
CC(C)=CCCC1(C)C=Cc2c(ccc3c2[nH]c2cc(O)c(C)cc23)O1 (centres undefined)	-8	4	7	0	-5	7	-10	8	-1.7
COc1cccc(Nc2nnc(SCC(=O)N3CC(=O)Nc4ccccc43)s2)c1	0	-4	-9	7	8	-8	1	-8	-1.4
COc1cc(Cl)c(C)cc1NC(=O)CSc1nc2ccccc2o1	-12	-10	15	-2	-8	-5	-11	-3	2.8
CC(C)c1ccc(NC2CCCN(C(=O)c3cccnc3)C2)cc1 (centres undefined)	5	6	-10	2	6	-3	7	3	-0.6
Cc1ccc(CN2CCN(CCCn3cccn3)CC2CCO)cc1 (centres undefined)	-6	-10	6	3	3	11	1	7	-0.1
COC(=O)c1ccc(COC(=O)C2CC(O)CN2S(=O)(=O)c2ccc([N+](=O)[O-])cc2)cc1 (centres undefined)	1	4	4	7	2	-3	0	-7	-0.3
Cc1nnc(SCC(=O)Nc2cccc(S(=O)(=O)N3CCCC3)c2)n1C1CC1	3	3	8	-1	10	0	-7	4	-0.8
COc1ccc(-n2nc3c(c2NC(=O)COc2cccc(OC)c2)CS(=O)(=O)C3)cc1	2	-3	5	2	10	4	2	-1	0.1
O=C(CSc1n[nH]c(-c2cccnc2)n1)Nc1ccccc1C(F)(F)F	-14	-2	-17	4	0	15	8	1	0.9
O=c1oc(-c2cccs2)nc2scc(-c3cccs3)c12	1	0	-19	1	-3	-4	-6	0	3.3
CC(CCc1ccccc1)NC(=O)COC(=O)c1ccc(NC(=O)CC#N)cc1 (centres undefined)	-13	-2	-11	5	11	4	5	-2	2.4
COc1ccc(-c2oc3ncn4nc(COc5ccccc5)nc4c3c2-c2ccc(OC)cc2)cc1	6	0	-4	0	13	16	5	-4	8.1
Cc1nc(C)c(-c2ccc(SCC(=O)Nc3cccc(F)c3)nn2)s1	-3	7	-3	21	11	2	-15	-19	0.3
COc1ccc(C(=O)CCN2CCN(c3ccccc3F)CC2)cc1	-12	-1	-5	2	5	-1	0	1	0.6
COc1ccc(S(=O)(=O)N2CCOc3ccccc32)cc1	3	-7	-5	1	2	-1	-2	-3	-5.7
CC(C)C[C@H]1COc2cccc(N3CCSCC3)c2S(=O)(=O)N1	3	-2	nt	0	1	-3	nt	-4	nt
CCn1c2ccccc2c2cc(/C(C)=N/O)ccc21	12	-10	-12	-2	10	19	12	6	-0.9
